# Bcl-XL Bim block – human Bim-Bcl-XL interaction inhibition; Q07817; Bim peptide-Bcl-XL binding, bead flow cytometry, fluorescence; inhibition, % at 10 µM; 190,000 compounds, 0.04% hits
# Target sequence (Q07817 whole entry, looked up): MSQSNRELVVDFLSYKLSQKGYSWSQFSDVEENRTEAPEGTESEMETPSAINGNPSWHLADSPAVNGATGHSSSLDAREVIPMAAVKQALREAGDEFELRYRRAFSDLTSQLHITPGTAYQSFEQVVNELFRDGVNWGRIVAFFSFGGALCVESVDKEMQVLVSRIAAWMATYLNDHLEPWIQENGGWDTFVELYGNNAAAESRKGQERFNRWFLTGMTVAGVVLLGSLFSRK
# Bim-Bfl-1 – disrupts Bim binding to human Bfl-1; Q16548; Bead-based flow cytometry, Bim-Bfl-1 binding inhibition; inhibition, % at 10 µM; 190,000 compounds, 0.12% hits; AID 1008;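 also: 0% = wells without compound plus tracer and 100% = blocker peptide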
# ABCB1 block – human ABCB1 inhibition, ABCG2 as counter-screen; inhibition, % at 6.6 µM; CCRF-Adr cells, JC-1 efflux, flow cytometry; P08183; 190,000 compounds, 0.067% hits; AID 1326; in the data active = inhibition above about 40%;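 also: 0% = vehicle and 100% = reference inhibitor; higher value means more JC-1 retained so stronger ABCB1 efflux block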
# GSH bead fluor – compound fluoresces at 488/530 nm on GSH beads | GSH beads flow cytometry, compound fluorescence 488/530 nm; hits give high values | fluorescence (KMESF) at 10 µM | 190,000 compounds, 0.25% hits | AID 1776; in the data active = fluorescence above about 89;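 also: glutathione beads carrying GST-tagged Bcl family fusion proteins plus one bare bead set; values are compound well signal with DMSO vehicle wells as background; inactives centre near 16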
# Bcl-W Bim block – disrupts Bim peptide binding to human Bcl-W; Q92843; bead-based flow cytometry; inhibition, % at 10 µM; 190,000 compounds, 0.02% hits;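 also: 0% = bound tracer without compound and 100% = peptide blocker; higher means less fluorescent Bim peptide bound to Bcl-W beads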
# RGS7-Gao – regulators of human RGS7-Galphao interaction. P09471. Multiplexed bead flow cytometry, RGS7-Galphao binding; actives lie on both sides. binding response (% of control), % at 10 µM. 220,000 compounds, 0.35% hits. AID 1439; in the data active = binding response below about 49% or above about 150%; inconclusive = no clear call, values can overlap the other calls; inactive = in between;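 also: fluorescent Galphao held in activated GDP-AlF4 state binding bead-coupled RGS7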
# Target sequence (P09471 whole entry, looked up): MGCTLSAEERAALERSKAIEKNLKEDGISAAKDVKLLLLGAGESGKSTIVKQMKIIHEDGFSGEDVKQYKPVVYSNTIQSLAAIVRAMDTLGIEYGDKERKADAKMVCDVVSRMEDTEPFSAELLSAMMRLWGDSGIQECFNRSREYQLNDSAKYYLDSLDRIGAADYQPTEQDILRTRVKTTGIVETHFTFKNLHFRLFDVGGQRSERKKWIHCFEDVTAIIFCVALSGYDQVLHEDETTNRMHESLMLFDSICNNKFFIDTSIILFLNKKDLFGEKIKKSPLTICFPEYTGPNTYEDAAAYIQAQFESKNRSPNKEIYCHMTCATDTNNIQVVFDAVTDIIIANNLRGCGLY
# Bim-Bcl-2 – human Bim-Bcl-2 interaction inhibition | P10415 | Bead-based flow cytometry, Bim peptide-Bcl-2 binding | inhibition, % at 10 µM | 190,000 compounds, 0.06% hits; in the data active = inhibition above about 40%; inconclusive = no clear call, values can overlap the other calls;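 also: 0% = no compound wells with probe peptide and 100% = reference peptide inhibitor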
# Target sequence (P10415 whole entry, looked up): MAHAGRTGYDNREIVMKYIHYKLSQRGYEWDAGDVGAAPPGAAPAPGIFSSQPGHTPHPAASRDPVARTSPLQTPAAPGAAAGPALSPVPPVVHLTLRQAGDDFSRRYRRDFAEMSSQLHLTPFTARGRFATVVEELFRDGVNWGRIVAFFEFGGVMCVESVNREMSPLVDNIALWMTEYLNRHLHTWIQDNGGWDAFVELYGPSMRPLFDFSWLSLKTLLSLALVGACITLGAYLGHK
# RGS4-Gao reg – modulates binding of RGS4 to human Galphao; P09471; Multiplexed bead flow cytometry; actives lie on both sides; binding response (% of control), % at 10 µM; 220,000 compounds, 0.33% hits; AID 1415; in the data active = binding response below about 49% or above about 150%; inactive = in between;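 also: fluorescent Galphao activated with aluminum fluoride binding bead-coupled RGS4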
# Bim-Bcl-B – human Bim-Bcl-B interaction inhibition | 190,000 compounds, 0.073% hits | Q9HD36 | bead-based flow cytometry, Bim peptide-Bcl-B binding | inhibition, % at 10 µM;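 also: 0% = tracer peptide without compound and 100% = reference inhibitor peptide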
# Target sequence (Q9HD36 whole entry, looked up): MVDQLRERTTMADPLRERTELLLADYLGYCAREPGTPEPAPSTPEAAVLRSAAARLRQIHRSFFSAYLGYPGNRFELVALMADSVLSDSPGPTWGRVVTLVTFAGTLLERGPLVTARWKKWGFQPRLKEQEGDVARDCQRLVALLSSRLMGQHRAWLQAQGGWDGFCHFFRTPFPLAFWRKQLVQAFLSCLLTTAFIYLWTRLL
# ABCG2 block – human ABCG2 inhibition, ABCB1 as counter-screen | Q9UNQ0 | IgMXP3 cells, JC-1 efflux, flow cytometry | inhibition, % at 6.6 µM | 190,000 compounds, 0.1% hits;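 active = inhibition above 80%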;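 also: 0% = DMSO and 100% = nicardipine control wells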
#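 material = IgMXP3 (ABCG2) plus far-red-tagged CCRF-Adr (ABCB1) cells | amount = 3 million cells/mL, equal mix of both lines | also added = JC-1 transporter substrate | dosing = one concentration, 6.6 µM final | schedule = 10 min at 25 °C | measured by = flow cytometric JC-1 green MFI at 530 nm | read-out basis = percent efflux inhibition, scaled nicardipine 100% to DMSO 0%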
# Avidin fluor – avidin bead compound fluorescence profile; Avidin beads, compound fluorescence 488/530 nm, flow cytometry; hits give high values; fluorescence (KMESF) at 10 µM; 220,000 compounds, 0.38% hits; AID 1775; in the data active = fluorescence above about 47; also: inactives centre near 10
# * marks the source's active call; other numbers are inactive results; ? = inconclusive. Rule as the data show it, unless noted: active = inhibition above about 40%.
SMILES,Bcl-XL Bim block,Bim-Bfl-1,ABCB1 block,GSH bead fluor,Bcl-W Bim block,RGS7-Gao,Bim-Bcl-2,RGS4-Gao reg,Bim-Bcl-B,ABCG2 block,Avidin fluor
COc1cccc(/C=C(/CC(=O)Nc2ccc(N3CCOCC3)cc2)c2nc3ccccc3s2)c1,-6,-13,2.6,13,-5,100,-8,99,-11,7,11
O=C(CCC1CCCCC1)Nc1nccs1,-4,-17,0.1,18,-5,85,-8,95,-11,2,5
C/C(=N/OC(=O)C1CC1)c1cc(-c2ccc(Cl)cc2)no1,-6,-9,-0.1,10,-3,98,-6,101,-6,5,4
COc1ccc(C2C(=O)c3ccccc3C2=O)cc1,-3,8,-1.1,19,0,98,2,97,0,-2,3
COCCCNC(=O)C1CCC(CNS(=O)(=O)c2ccc(OC)cc2)CC1 (stereo not given),-1,-4,-0.5,13,-2,102,0,104,-2,9,10
CC1CCc2cc(F)ccc2N1C(=O)CSc1nnc2c(n1)[nH]c1ccc(F)cc12 (stereo not given),0,-6,0.8,22,0,100,-2,101,0,2,9
COc1ccc(CN(C)CC(=O)Nc2c(C)cccc2C)c(OC)c1,-1,0,0.1,27,-4,106,-2,103,1,-3,13
O=S(=O)(Nc1nc2ccccc2nc1Nc1ccc2c(c1)OCO2)c1ccc(F)cc1,-7,-9,0.2,11,-3,98,-7,99,-8,1,11
CN(C)S(=O)(=O)N1CCN(c2ccccc2)CC1,-10,-11,0.6,24,-3,101,-7,101,-9,16,15
FC(F)c1nnc2ccc(Cl)nn12,-3,-2,0.1,14,-2,102,-1,102,-4,4,18
Brc1ccccc1/C=N/Nc1ccccn1,-2,-2,3.4,16,0,?,-1,104,-3,2,9
N#C/C(=N\Nc1c(Cl)cccc1Cl)C(=O)NN,-5,-10,-0.1,12,1,100,-9,96,-8,-1,8
COc1ccc(CCNC(=O)c2cc(-c3ccc4c(c3)OCO4)on2)cc1OC,-7,-1,0.0,4,-1,106,-2,105,-2,1,4
COc1ccc(C(=O)CSc2nnc(NC(=O)C3CC(=O)N(c4ccccc4)C3)s2)cc1 (stereo not given),-11,-3,-0.2,17,-6,97,-4,100,-8,-1,12
O=C(CSc1nnc(-c2ccco2)o1)c1ccc(F)c(F)c1,-7,-23,-0.7,38,-3,98,-12,98,-8,43,14
Cc1sc(-c2ccccn2)nc1OC(=O)c1ccc(F)cc1F,1,-4,1.7,13,-2,?,1,101,1,5,12
COc1ccc(C2C(C(=O)N3CCC(C)CC3)c3ccccc3C(=O)N2C)cc1 (stereo not given),-1,-1,1.3,69,-5,91,10,91,4,0,7
CCOC(=O)Cn1c(=O)oc2cc(S(=O)(=O)NCCc3ccc(OCC)c(OCC)c3)ccc21,-3,-12,0.6,55,0,89,-5,94,-5,1,6
O=C(Nc1cccc(C(F)(F)F)c1)/C(=C\c1ccco1)NC(=O)c1cccs1,-6,2,-0.2,11,-4,99,0,100,-6,-1,3
Cc1ccc(N(Cc2ccc(C(=O)NN=C3CCN(C)CC3)cc2)S(C)(=O)=O)cc1C,-3,1,-0.2,22,0,101,0,101,-1,-3,14

# Reformatted with two lines to a compound: 2 of the compounds above
# The line under a structure holds: Bcl-XL Bim block	Bim-Bfl-1	ABCB1 block	GSH bead fluor	Bcl-W Bim block	RGS7-Gao	Bim-Bcl-2	RGS4-Gao reg	Bim-Bcl-B	ABCG2 block	Avidin fluor
> O=C(CCC1CCCCC1)Nc1nccs1
    -4	-17	0.1	18	-5	85	-8	95	-11	2	5
> O=C(CSc1nnc(-c2ccco2)o1)c1ccc(F)c(F)c1
    -7	-23	-0.7	38	-3	98	-12	98	-8	43	14

# The listing continues:
SMILES,Bcl-XL Bim block,Bim-Bfl-1,ABCB1 block,GSH bead fluor,Bcl-W Bim block,RGS7-Gao,Bim-Bcl-2,RGS4-Gao reg,Bim-Bcl-B,ABCG2 block,Avidin fluor
Nc1c(-c2ccccc2)c(CN2CCOCC2)nn1-c1ccccc1,-9,-9,0.6,19,-3,101,-8,100,-6,0,12
CCC(Cc1ccccc1)n1c(=S)[nH]c2ccccc2c1=O (stereo not given),-1,-1,31,15,-2,97,0,101,-8,100*,15
C=CCOC(=O)C1=C(C)N=C2SCCC(=O)N2C1c1cccs1 (stereo not given),-7,-18,2.3,28,-2,93,-10,100,-9,9,11
CC(=O)c1ccc(NC(=O)Nc2ccncc2)cc1,6,-2,0.6,12,2,97,3,104,-2,13,12
O=C(NNC(=O)C1CCCN(S(=O)(=O)c2cccc(F)c2)C1)C1CC1 (stereo not given),4,2,0.6,13,4,106,-4,102,0,0,11
O=c1cc2c(nn1Cc1ccccc1Cl)-c1ccccc1CC2,-4,-11,0.5,41,2,97,-8,93,-8,6,7
CC(=O)c1c(N2CCN(C(=O)c3ccco3)CC2)nc(=S)n(-c2ccccc2)c1C,1,-11,0.4,38,-1,99,-11,98,-7,8,10
COC(=O)CCC(=O)Nc1ccc(NC(C)=O)cc1,0,0,0.0,9,-1,100,0,99,-2,-1,8
Cc1nn(C)c(C)c1S(=O)(=O)N(CC(=O)NC1CCCCCC1)c1ccc(C(C)C)cc1,-2,-10,3.2,28,0,98,-9,104,-5,8,8
Cc1ccc(NC(=O)NCCN2C(=O)C3C4C=CC(C4)C3C2=O)cc1 (stereo not given),-6,-8,0.6,15,-4,101,-5,103,-8,12,26
COc1ccccc1-c1nnc(SCC(=O)NC2CCS(=O)(=O)C2)n1CCc1ccccc1 (stereo not given),-4,-11,0.1,13,-2,100,-4,101,-6,1,13
CCCC(=O)Nc1cccc2c1CCCC2,0,-7,0.3,55,4,103,-5,102,-1,1,7
CC1CC(C)CN(S(=O)(=O)c2ccc(C(C)(C)C)cc2)C1 (stereo not given),1,0,1.3,18,4,?,3,105,1,0,9
O=C(O)c1csc(Cc2ccccc2)n1,-1,-3,-0.2,10,-3,106,-2,106,-2,0,9
CCN1CCN(C(=O)Nc2ccccc2OC)CC1,-4,-4,-0.1,13,-2,101,-2,101,-5,1,21
Cc1[nH]nc(N)c1N=Nc1ccc(Br)cc1,0,-1,1.1,19,0,?,0,102,-2,22,8
CCC(c1nnnn1C1CCCC1)N1CCN(c2ccccc2)CC1 (stereo not given),-10,-11,0.3,31,-3,104,-5,106,-7,0,7
O=c1cc(CN2CCN(CCO)CC2)c2cc3c(cc2o1)CCC3,-4,-14,-0.3,27,0,99,-7,101,-7,-2,12
O=Cc1ccccc1-n1cncn1,-2,-4,-0.1,19,0,?,1,92,0,1,8
CC1CCN(S(=O)(=O)c2ccc3[nH]cc(C(=O)NCCN4CCOCC4)c(=O)c3c2)CC1,-5,-14,-0.8,36,-2,94,-8,98,-10,-1,9

# Arranged by value in Bcl-W Bim block (ascending): some entries from above
canonical_smiles | Bcl-W Bim block
COc1ccc(C(=O)CSc2nnc(NC(=O)C3CC(=O)N(c4ccccc4)C3)s2)cc1 (stereo not given) | -6
CN(C)S(=O)(=O)N1CCN(c2ccccc2)CC1 | -3
COc1ccc(C2C(=O)c3ccccc3C2=O)cc1 | 0
CCCC(=O)Nc1cccc2c1CCCC2 | 4

# (listing goes on)
SMILES,Bcl-XL Bim block,Bim-Bfl-1,ABCB1 block,GSH bead fluor,Bcl-W Bim block,RGS7-Gao,Bim-Bcl-2,RGS4-Gao reg,Bim-Bcl-B,ABCG2 block,Avidin fluor
COc1ccc(NC(=O)Cn2c(=O)sc3ccccc32)cc1,-3,-8,0.7,44,0,101,-3,99,-2,3,39
COc1ccc(OCCSc2nnnn2C2CCCCC2)cc1,-4,-12,0.4,53,-3,103,-7,103,-8,3,8
CCOC(=O)C1=C(C)n2c(s/c(=C3\C(=O)Nc4ccccc43)c2=O)=NC1c1ccc(OC)cc1 (stereo not given),-13,2,1.8,10,-2,99,-4,101,-13,-7,7
COC(=O)Cc1ccc(NC(=S)N2CCN(c3cc(Cl)ccc3C)CC2)cc1,-4,-3,1.5,9,0,96,-6,97,-7,28,8
COc1cccc(-c2cc(C(F)(F)F)n3ncc(C(=O)O)c3n2)c1,-4,-4,0.8,52,0,93,-3,90,-3,6,14
CCOc1ccc(N2C(=O)/C(=C/c3ccccc3OCC(=O)OC)N(CC(=O)OC)C2=S)cc1,0,-2,1.7,17,1,98,-3,105,-3,5,10
CC(=O)c1ccc(S(=O)(=O)Nc2cccc(-c3cn4c(n3)SCC4)c2)cc1,2,6,-0.8,10,0,?,3,103,3,0,7
N#Cc1c(SCc2cccc(Cl)c2)sc(C(=O)c2ccccc2)c1N,-5,-8,0.7,9,2,104,-11,103,-13,9,9
Cc1ccc(NC(=O)Cc2nnc(SCC(=O)c3ccc(Br)cc3)n2C)cc1Cl,4,-3,0.3,37,5,95,-1,91,-4,0,2
Cc1oc2ccc(OCC(N)=O)cc2c1C(=O)OC(C)C,-3,-10,0.0,26,0,109,-4,107,-2,0,28
O=C(COc1ncnc2sccc12)N1CCN(C(=O)c2ccco2)CC1,-1,-1,-0.9,5,-1,102,-1,100,1,-2,25
Cn1cc(C(=O)Nc2ccc(F)c(Cl)c2)cn1,-3,-2,1.2,7,-4,98,-6,100,-8,4,2
CCCOC(=O)NC(CC)COC(=O)Nc1cccc(C)c1C (stereo not given),-11,-6,1.1,32,-1,99,-1,97,-5,8,18
Cc1ccc2nc3c(c(C(=O)OCC(=O)N(C)C4CCS(=O)(=O)C4)c2c1)CCCC3 (stereo not given),-3,-7,4.2,13,-2,103,-5,104,-1,22,8
Fc1ccc(-c2csc(N3CCC(c4ccccc4)C3)n2)cc1 (stereo not given),0,3,0.0,3,0,79,1,74,-10,0,12
CC(C(=O)NCC1CCCCC1)N(C)CC(=O)Nc1ccc(N2CCOCC2)cc1 (stereo not given),0,-4,0.4,12,0,98,-4,101,0,13,13
Cn1cnnc1SCc1ccc(F)c2ccccc12,0,-1,0.3,14,-4,98,-2,99,-1,2,35
Cc1csc(NC(=O)CCSCCc2ccccn2)n1,-3,-7,0.4,14,-1,122,-8,114,-4,2,8
CCOc1cc(N2CCOCC2)c(OCC)cc1NC(=O)c1ccc(OCc2c(C)noc2C)c(OC)c1,-3,-14,4.0,10,0,98,-6,101,-1,25,10
C(=N\Nc1nc(N2CCCCCC2)nc(N2CCCCCC2)n1)/c1ccccc1,-7,-5,-1.3,13,-5,104,-4,102,-8,1,9
COc1ccc(C(=O)CN(C(=O)c2ccc(Cl)cc2)N2C(=O)c3ccccc3C2=O)cc1,0,-3,4.1,20,0,101,-2,101,-1,17,10
Cc1cc(NC(=O)COC(=O)CSc2nc3cc(Cl)ccc3n2Cc2ccccc2)no1,0,2,0.8,8,1,99,4,103,1,5,17
COC(=O)NC(NC(=S)Nc1ccc([N+](=O)[O-])cc1)C(Cl)(Cl)Cl (stereo not given),-3,2,0.0,18,-2,102,1,99,-1,2,4
Cc1cc(C)c(S(=O)(=O)NCCc2ccccc2)c(C)c1,1,-1,0.8,56,1,103,-4,104,0,3,7
N#CCCN1CCN(S(=O)(=O)c2ccc(S(=O)(=O)N3CCCCCC3)cc2)CC1,-2,-12,0.2,19,0,106,-4,103,-4,2,7
CCOc1ccccc1NC(=S)NCC1CCCO1 (stereo not given),-3,3,0.8,4,0,105,1,98,-8,0,13

# Source: PubChem BioAssay

# No enrichment for hits. Share with any hit: about 1.3%.
